p53null 32C kill = selectivity test: cytotoxicity in p53 null cells, permissive temperature | H1299-neo p53 null cells, ATP luminescence, 24 h, 32C | Potency, µM (series often up to 46.1 µM), for the others: at the top dose activity change, negative = cytotoxicity, hits mostly cytotoxic | 0.62% of 55,000 active | AID 903;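 further: potency means the concentration at half of the fitted maximal effect; 0% = DMSO only and -100% = full killing by 100 µM tamoxifen; nearly all actives have a fitted effect of over 55% in size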
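We seeded p53-null H1299-neo cells, incubated them overnight at 37C, and added compounds across a range up to 46 uM. After 24 hours at 32C, ATP reagent was applied for 20 min at room temperature and luminescence recorded.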
GALK inhibitor = inhibits human galactokinase. P51570. Potency, µM (titrated, usually from 57.5 µM), for the others: at the top dose activity, negative = inhibition, hits mostly inhibitors. AID 1347072. recombinant GALK, Kinase-Glo ATP luminescence, 1 h. 44,000 tested, under 10 active;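 further: plate controls were full GALK reaction for no effect and reaction lacking GALK for full effect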
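Human GALK (5 nM) was incubated with 35 uM ATP and 100 uM galactose in 20 mM HEPES pH 8.0 with MgCl2, NaCl, DTT and BSA for 1 h at room temperature. Remaining ATP was measured by Kinase-Glo Plus luminescence.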
FH mod = Identification of activators of human fumarate hydratase by quantitative high-throughput screening. Fumarate hydratase, mitochondrial (Homo sapiens), P07954. FH coupled MDH/diaphorase resazurin fluorescence, 15 min. Potency, µM (series often up to 79.9 µM), for inactives: top-dose activity change, negative = inhibition, usual class: inhibitors. 0.22% of 54,000 active; further: potency means the concentration at half of the fitted maximal effect; on the % scale 0 is the no-effect control and ±100 the full control effect; the screen sought activators but most active calls are inhibition curves; nearly all actives have a fitted effect of over 45% in size
PTAP-TSG101 blk = inhibitors of HIV-1 PTAP binding to human TSG101, validation; Fluorescence polarization, FITC-PTAP peptide/Tsg101, 20 min; Potency, µM (doses to about 115 µM), for inactives: top-dose activity change, negative = inhibition, hits mostly inhibitors; 44,000 tested, under 10 active; AID 1347069; further: potency means the concentration at half of the fitted maximal effect; 0% is about no effect
Target sequence (Q99816 whole entry, looked up): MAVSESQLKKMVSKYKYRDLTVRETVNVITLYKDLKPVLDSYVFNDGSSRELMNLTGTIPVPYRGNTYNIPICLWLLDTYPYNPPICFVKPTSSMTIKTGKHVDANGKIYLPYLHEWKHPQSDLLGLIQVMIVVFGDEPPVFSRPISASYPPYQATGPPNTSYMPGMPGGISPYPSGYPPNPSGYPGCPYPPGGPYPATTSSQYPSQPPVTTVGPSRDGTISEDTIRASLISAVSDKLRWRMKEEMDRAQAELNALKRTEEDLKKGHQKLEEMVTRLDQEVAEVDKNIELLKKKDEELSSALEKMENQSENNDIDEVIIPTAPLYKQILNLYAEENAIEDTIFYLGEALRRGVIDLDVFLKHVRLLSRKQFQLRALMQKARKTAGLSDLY
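FITC-labeled PTAP peptide (50 nM final) binding to Tsg101 binding domain (10 uM final) read by fluorescence polarization after 20 min at r.t. in HEPES pH 7.5 buffer. Actives by CRC class, <25 µM.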
B2AR arrestin ag = beta-arrestin recruitment by human beta2-adrenergic receptor ligands; 44,000 tested, under 10 active; AID 1347077; P07550; Potency, µM (series often up to 46.1 µM), inactives show at the top dose activation, hits mostly activators; HTLA Tango cells, beta-arrestin recruitment, luciferase luminescence, 18 h;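 further: potency means the concentration at half of the fitted maximal effect; 0% = DMSO and full agonism = EC100 isoproterenol or metaproterenol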
Target sequence (P07550 whole entry, looked up): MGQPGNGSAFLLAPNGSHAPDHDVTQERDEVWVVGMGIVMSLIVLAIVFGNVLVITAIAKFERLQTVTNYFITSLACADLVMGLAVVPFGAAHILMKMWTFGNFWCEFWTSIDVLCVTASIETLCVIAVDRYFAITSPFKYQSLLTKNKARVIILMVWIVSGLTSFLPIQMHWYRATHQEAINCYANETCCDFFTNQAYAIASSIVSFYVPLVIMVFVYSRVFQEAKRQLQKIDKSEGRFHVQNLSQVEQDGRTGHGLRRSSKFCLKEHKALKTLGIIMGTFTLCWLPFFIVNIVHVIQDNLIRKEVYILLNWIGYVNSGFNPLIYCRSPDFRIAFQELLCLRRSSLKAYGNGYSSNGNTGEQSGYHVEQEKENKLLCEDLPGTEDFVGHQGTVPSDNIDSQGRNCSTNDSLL
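Receptor–beta-arrestin recruitment read by tTA-responsive luciferase: compound titrations (up to 46 µM) incubated 18 h with Tango cells, then luminescent substrate 15 min at room temperature. Concentration-response fits classified by r2, efficacy and activity.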
NTMT1 inhibitor = blocks human N-terminal methyltransferase 1 activity | 2.5% of 59,000 active | Potency, µM (series often up to 114 µM), without a hit: at the highest dose activity change, negative = inhibition, usual class: inhibitors | AID 1645870 | NTMT1 MTase-Glo SAH luminescence, purified enzyme;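 further: potency means the concentration at half of the fitted maximal effect; plate controls were DMSO vehicle for no effect and no enzyme for full effect; nearly all actives have a fitted effect of over 65% in size; many of its hits are not listed in these tables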
Target sequence (Q9BV86 whole entry, looked up): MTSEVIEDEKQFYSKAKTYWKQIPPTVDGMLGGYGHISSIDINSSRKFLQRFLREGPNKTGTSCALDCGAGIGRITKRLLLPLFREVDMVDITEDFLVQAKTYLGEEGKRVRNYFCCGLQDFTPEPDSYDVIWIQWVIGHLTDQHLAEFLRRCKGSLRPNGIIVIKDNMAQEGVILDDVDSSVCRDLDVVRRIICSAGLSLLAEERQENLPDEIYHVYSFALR
p53null 39C tox = selectivity test: cytotoxicity in p53 null cells, nonpermissive temperature. H1299 p53-null (neo) cells, 39C, ATPlite viability, 24 h. Potency, µM (titrated, usually from 46.1 µM), for the others: at the top dose activity, negative = cell killing, usual class: cytotoxic. 0.97% of 55,000 active;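 further: potency means the concentration at half of the fitted maximal effect; 0% = DMSO only and -100% = full killing by 100 µM tamoxifen; nearly all actives have a fitted effect of over 50% in size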
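H1299 lung cancer cells, p53-null (H1299-neo) or expressing p53 A138V (H1299-p53A138V), were plated overnight at 37C, then exposed to compounds at up to 46 uM for 24 hr at 39C. Viability was read by ATP-based luminescence.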
Numbers without * were called inactive; ? = inconclusive; . = not tested or not shown; [ ] = remark or other dose. The call rests on the fitted dose curve; in most records, active means well fitted curve in the direction sought with a large enough effect; inconclusive means small, poorly fitted or top-dose-only effect, or another doubt; inactive means no such curve, though single readings can be large; an effect the other way counts as inactive or inconclusive.

The first 2 records as a preview:
canonical_smiles	p53null 32C kill	GALK inhibitor	FH mod	PTAP-TSG101 blk	B2AR arrestin ag	NTMT1 inhibitor	p53null 39C tox
COc1ccccc1/C=C(\C#N)C(=O)NCC1CCCO1 (stereo not drawn)	?	4%	-1%	1%	0%	6%	-1%
Cc1ccc(-c2cc3ncc4c(n3n2)-c2cc(F)ccc2OC4)cc1	.	0%	4%	0%	0%	6%	.

The listing, from the start:
canonical_smiles	p53null 32C kill	GALK inhibitor	FH mod	PTAP-TSG101 blk	B2AR arrestin ag	NTMT1 inhibitor	p53null 39C tox
COc1ccccc1/C=C(\C#N)C(=O)NCC1CCCO1 (stereo not drawn)	?	4%	-1%	1%	0%	6%	-1%
Cc1ccc(-c2cc3ncc4c(n3n2)-c2cc(F)ccc2OC4)cc1	.	0%	4%	0%	0%	6%	.
CCN(CC)S(=O)(=O)c1ccc2c(c1)N(CC(=O)NCCc1ccccc1)C(=O)CO2	-6%	1%	0%	1%	0%	12%	-6%
COc1ccc(CNC(=O)CN2C(=O)COc3ccc(S(=O)(=O)N4CCCCC4)cc32)cc1	-1%	6%	-3%	-7%	-1%	5%	-20%
COc1ccc(S(=O)(=O)N2CCC(N3CCN(Cc4ccc(F)cc4)C(=O)C3=O)CC2)cc1	-2%	-2%	-1%	-8%	6%	-1%	4%
Cc1cccc(NC(=O)C2CCCN(S(=O)(=O)c3ccc4c(c3)oc(=O)n4C)C2)c1C (stereo not drawn)	-7%	-13%	-1%	-2%	0%	16%	-11%
COc1ccc(CNC(=O)c2cnc(N3CCCC3)nc2C)cc1	-9%	-2%	0%	-4%	1%	10%	3%
Cc1cccc(CCNC(=O)c2nc(-c3ccc(Cl)cc3)n3c2CCCCC3)c1	18%	0%	-21%	0%	-1%	12%	-21%
CCC(C(=O)NCCc1ccc(SC)cc1)n1nc(C)c2sc3ccccc3c2c1=O (stereo not drawn)	-1%	-10%	-16%	-3%	-2%	7%	1%
Cc1c(NC(=O)Nc2ccc(Br)cc2F)sc2nc3n(c(=O)c12)CCC(C)CC3 (stereo not drawn)	-4%	-2%	.	-1%	0%	.	-15%
O=S(=O)(Nc1nc2n(n1)C(c1ccc(F)cc1)C=C(c1ccc(Cl)cc1)N2)c1ccccc1 (stereo not drawn)	-7%	0%	-7%	-7%	-2%	16%	-9%
CCOC(=O)C1CCCN(C(=O)c2nn(-c3ccc(C)cc3)c(=O)n(C)c2=O)C1 (stereo not drawn)	5%	0%	-1%	-2%	0%	-2%	5%
O=C(CCC1N=C2c3ccccc3N=C(SCc3ccc(F)cc3)N2C1=O)NCc1ccc(F)cc1 (stereo not drawn)	17%	1%	?	-3%	-2%	3%	19%
CCCN(CCC)CCCNC(=O)Cn1ncc2c3ccccc3n(Cc3ccccc3)c2c1=O	-3%	4%	-14%	2%	-4%	-15%	-14%
CCN(CC)C(=O)Cn1cc(SCC(=O)Nc2cccc(C)c2)c2ccccc21	-7%	3%	-24%	-3%	0%	-1%	-10%
COc1ccc(N2CC(NC(=O)COc3ccc(F)cc3)CC2=O)cc1OC (stereo not drawn)	-4%	1%	-1%	1%	-2%	14%	8%
Cc1cccc2c1-c1sc(C(=O)NCCCN3CCN(c4cccc(Cl)c4)CC3)cc1CO2	6%	1%	-13%	0%	1%	-27%	-15%
CCCCC(=O)OCc1cc(=O)n2nc(C3CCCCC3)sc2n1	-3%	-1%	1%	-3%	0%	6%	2%
CCCOc1ccc(-c2nonc2NC(=O)c2cc(OC)c(OC)c(OC)c2)cc1OCCC	-13%	4%	-2%	-2%	7%	17%	-10%
CC(=O)N1CCc2cc(CNC(=O)Nc3ccccc3C(F)(F)F)ccc21	-10%	-2%	3%	-7%	0%	-3%	-2%
COc1cccc(C(=O)Oc2c(Sc3ccc(C)cc3)c(C)nn2C(C)(C)C)c1OC	-25%	5%	-43%	-2%	0%	?	?
CCC1=Nc2cc(C(=O)NCCc3ccc(OC)c(OC)c3)ccc2Sc2ccccc21	10%	-1%	-18%	2%	-1%	1%	35%[activator]
Cc1cccc(NC(=O)N2CCC(CN3CCC(C)CC3)CC2)c1C	-3%	0%	-13%	1%	0%	-2%	-1%
CCOC(=O)c1c(S(=O)(=O)NCC(=O)NCc2ccc(C)cc2)c(C)n(C)c1C	7%	-6%	6%	-1%	-3%	?	9%
CCOC(=O)c1c(NC(=O)COc2cc(C)ccc2C(C)C)sc(C)c1C	1%	0%	-2%	2%	0%	?	27%

Further entries.
canonical_smiles	p53null 32C kill	GALK inhibitor	FH mod	PTAP-TSG101 blk	B2AR arrestin ag	NTMT1 inhibitor	p53null 39C tox
Cc1ccc2cc3cc(C(=O)N4CCN(c5ccccc5)CC4)oc3nc2c1	-1%	1%	-3%	-3%	0%	14%	1%
CC(=O)c1ccc(NC(=O)Cn2nc(N3CCN(c4ccccc4)CC3)ccc2=O)cc1	-1%	2%	-4%	-16%	0%	-18%	-2%
CNc1oc(/C=C/c2cc(OC)c(OC)c(OC)c2)nc1C#N	-7%	-4%	-5%	-2%	-2%	6%	?
CCOc1ccccc1NC(=O)CSc1nnc(N)s1	-6%	-2%	-10%	-5%	0%	16%	-1%
O=C(Nc1ccccc1F)C(c1ccccc1)N1Cc2ccccc2C1=O (stereo not drawn)	5%	-3%	-19%	-1%	0%	-4%	-7%
CCOCCc1nn2c(=O)cc(COC(=O)c3cccs3)nc2s1	-11%	0%	-8%	2%	4%	-2%	-12%
COc1ccc(-c2noc(CCCC(=O)Nc3cccc(Cl)c3C)n2)cc1	-24%	-10%	-3%	1%	-5%	9%	-3%
Cc1oc2ncnc(N3CCCCC3)c2c1C(=O)NCC1CCN(Cc2cccc(F)c2)CC1	-6%	3%	-8%	-1%	1%	-3%	-9%
COCCn1c(SCC(=O)Nc2cc(Cl)ccc2OC)nc2c([nH]c3ccccc32)c1=O	-8%	-2%	-13%	8%	0%	-1%	15%
CCCNC(=O)CN1C(=O)COc2ccc(S(=O)(=O)N3CCC(C)CC3)cc21	-5%	8%	-8%	0%	-2%	1%	-19%
Cc1cccc(N2CCN(C(=O)c3cnn(-c4ccccc4Cl)c3C3CCN(C(=O)OC(C)(C)C)CC3)CC2C)c1 (stereo not drawn)	2%	-3%	-5%	1%	-1%	10%	-3%
COc1cccc(C2CC(=O)Nc3cc4c(cc32)OCO4)c1OC(C)C (stereo not drawn)	36%[activator]	2%	-2%	-2%	1%	6%	-3%
CCCCNC(=O)c1cccc(-n2c(C)nc3cccnc32)c1	-3%	-2%	4%	-1%	0%	24%	16%
CCCOc1ccc(-c2cccc(NS(=O)(=O)c3cc(OC)ccc3OC)c2)nn1	0%	0%	-17%	0%	0%	-1%	-15%
Cc1cccc(-c2nc(SCC(=O)NCC3CCCO3)c3c(=O)n(C)c(=O)n(C)c3n2)c1 (stereo not drawn)	0%	-2%	?	-1%	1%	?	8%
NC(=O)CSc1nc2c(oc3ccccc32)c(=O)n1Cc1ccccc1	0%	0%	0%	-6%	0%	-13%	?
COc1ccc(-n2c(SCC(=O)Nc3ccc(Cl)c(C)c3)nc3n[nH]c(C)c3c2=N)cc1	-19%	2%	2%	-1%	1%	7%	8%
Cc1ccc(C(=O)CSc2nnc3ccc4ccccc4n23)cc1	-15%	4%	?	-1%	-3%	10%	?
CCOc1ccccc1NC(=O)Cn1c(=O)n(Cc2ccccc2)c(=O)c2c3c(sc21)CN(C(C)=O)CC3	2%	-3%	-15%	2%	1%	5%	-14%
CCCNc1ccc(-c2nc(-c3ccncc3)no2)cc1[N+](=O)[O-]	-7%	1%	0%	-4%	-3%	2%	-2%
Cc1cccc(OCC(=O)OCc2cc(=O)n3nc(C4CC4)sc3n2)c1	-6%	1%	3%	-8%	0%	-29%	0%
Cc1ccc(-n2nc(C(=O)N3CCN(c4cccc(C(F)(F)F)c4)CC3)c3c4ccccc4n(C)c3c2=O)cc1	0%	7%	6%	-3%	0%	0%	12%
CC(=O)Nc1ccc(-n2c(CCC(=O)O)ccc2-c2ccc(Br)cc2)cc1	-6%	1%	-5%	-7%	-2%	2%	-19%
COc1ccc(Cn2ccc3nc(C)c(C(=O)NCc4cccc(OC)c4)cc3c2=O)cc1	10%	4%	5%	-2%	-1%	-12%	-24%
COc1ccc(NC(=O)CCNS(=O)(=O)c2ccc3c(c2)CCCC(=O)N3)cc1	6%	3%	-4%	-4%	1%	7%	-12%

Continuation:
canonical_smiles	p53null 32C kill	GALK inhibitor	FH mod	PTAP-TSG101 blk	B2AR arrestin ag	NTMT1 inhibitor	p53null 39C tox
COc1ccc(Nc2nc(C)nc(N)c2S(=O)(=O)c2ccccc2)cc1	12%	5%	0%	-12%	1%	2%	-4%
CCOC(=O)N[C@H](Cc1c[nH]c2ccccc12)C(=O)Nc1cccc(Cl)c1	26%	4%	-15%	-4%	0%	-7%	7%
CCOc1ccc(C(=O)Nc2cc(-c3nc4ccccc4o3)ccc2C)cc1Cl	-6%	0%	-5%	-6%	0%	-12%	17%
CCCCN(CC)CCCNC(=O)Cn1ncc2c3ccccc3n(Cc3ccccc3F)c2c1=O	4%	-3%	-2%	4%	-4%	-16%	?
O=C(Nc1cc(F)ccc1F)c1cc2nc(-c3ccco3)cc(C(F)(F)Cl)n2n1	-14%	-1%	6%	-5%	-1%	1%	14%
O=C1CCCc2cc(S(=O)(=O)N3CCCC(C(=O)NCc4ccc(Cl)cc4)C3)ccc2N1 (stereo not drawn)	-7%	0%	4%	1%	0%	17%	-27%
COc1cc2nc(NCCc3ccc(Cl)cc3)n3nc(-c4ccccc4)nc3c2cc1OC	2%	-1%	-13%	-3%	0%	15%	0%
COc1ccccc1N1CCN(c2ncnc3onc(-c4ccc(F)cc4)c23)CC1	6%	0%	-11%	-6%	1%	-4%	7%
CCn1c(NCc2ccc(OC)c(OC)c2)nc2ccccc21	-6%	2%	8%	4%	0%	22%	-16%
CCOc1ccc(C(=O)Nc2cccc(OCc3cc(=O)n4ccccc4n3)c2)cc1	-5%	2%	5%	-5%	5%	-3%	18%
O=C(Cn1c(=O)oc2cc(S(=O)(=O)N3CCCCCC3)ccc21)Nc1ccc(F)cc1F	-3%	-9%	7%	2%	-4%	4%	-10%
COc1cc2ncc3c(-c4ccc(C)cc4)nn(-c4ccc(F)cc4F)c3c2cc1OC	10%	-6%	?	-3%	1%	-2%	35%[activator]
Clc1cccc(-n2ncc3c(N4CCCCCC4)ncnc32)c1	?	-2%	-8%	-5%	3%	0%	-1%
CCCN1CCN(CCCNC(=O)Cn2c(-c3cccs3)cc3ccccc32)CC1	-6%	2%	-3%	-9%	-1%	?	3%

From PubChem BioAssay

Only part of the results is shown; rates above refer to the full screens.
